TLR9-MyD88 block: inhibitors of human TLR9-MyD88 binding; CHO BLA complementation TLR9-MyD88, CCF4 FRET ratio; inhibition, % at 4.98 µM; actives 0.21% (n = 340,000); AID 504734;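 active means inhibition above the mean over all tested compounds plus 3 SD, cut at about 21% in these data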;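 further: 0% = DMSO only wells and 100% = clavulanate BLA inhibitor control wells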
ABHD5 PLIN5 PPI: inhibitors of human ABHD5-perilipin-5 interaction | Q00G26+Q8WTS1 | Split G. princeps luciferase complementation, luminescence, 4 h | inhibition, % at 4 µM | actives 0.78% (n = 360,000);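 active means inhibition above the mean inhibition across every tested compound plus 3 SD, cut at about 22% in these data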;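 further: 0% = DMSO only wells and the 100% control is not disclosed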
SRC2 inh: human SRC2 (NCOA2) inhibition; AID 651957; actives 0.17% (n = 370,000); HEK293 GAL4-SRC2 luciferase reporter, luminescence; Q15596; inhibition, % at 9 µM;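 active means inhibition above the mean inhibition of all tested compounds plus 3 SD, set per campaign, cut at about 52% in these data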;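 further: 0% = DMSO treated cells and 100% = cells given Gossypol at 36 µM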
NOD2 RIPK2 PPI: NOD2-RIPK2 protein interaction inhibition | CHO BLA complementation NOD2-RIPK2, CCF4 ratio | inhibition, % at 4.98 µM | actives 0.38% (n = 360,000) | AID 624267; in the data active means inhibition above about 21%;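 further: 0% = vehicle only and 100% = reference blocker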
NR2F2 inh: NR2F2 (human) inhibition, primary screen. P24468. HEK293T NGFI-A luciferase reporter, luminescence. inhibition, % at 8.6 µM. actives 0.7% (n = 370,000);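 active means inhibition above a per-plate cutoff, mean inhibition of test wells between control levels plus 3 SD, cut at about 38% in these data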;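 further: cells cotransfected with COUP-TFII expression vector driving the NGFI-A reporter; 0% = median of COUP-TF2 test wells and 100% = reporter-only cells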
Target sequence (P24468 whole entry, looked up): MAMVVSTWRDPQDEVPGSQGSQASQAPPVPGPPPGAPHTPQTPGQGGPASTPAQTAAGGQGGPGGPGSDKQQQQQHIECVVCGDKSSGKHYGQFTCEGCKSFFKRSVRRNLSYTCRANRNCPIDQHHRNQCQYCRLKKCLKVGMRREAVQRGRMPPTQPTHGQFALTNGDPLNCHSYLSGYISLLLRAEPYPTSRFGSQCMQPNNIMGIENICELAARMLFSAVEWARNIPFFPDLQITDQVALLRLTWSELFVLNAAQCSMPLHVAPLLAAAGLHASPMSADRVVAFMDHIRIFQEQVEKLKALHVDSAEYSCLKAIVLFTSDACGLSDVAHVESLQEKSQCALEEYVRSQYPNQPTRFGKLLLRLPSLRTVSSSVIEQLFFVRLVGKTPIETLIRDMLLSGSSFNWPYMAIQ
NR5A2 inv ag: NR5A2 inverse agonism in reporter assay | O00482 | HEK293T StAR-luciferase reporter, LRH-1 transfected, 24 h | inhibition, % at 3.6 µM | actives 0.13% (n = 360,000);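 active means inhibition above the mean inhibition of all tested compounds plus 3 SD, cut at about 73% in these data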;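 further: 0% = DMSO wells and 100% = reporter-only cells lacking LRH-1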
Target sequence (O00482 whole entry, looked up): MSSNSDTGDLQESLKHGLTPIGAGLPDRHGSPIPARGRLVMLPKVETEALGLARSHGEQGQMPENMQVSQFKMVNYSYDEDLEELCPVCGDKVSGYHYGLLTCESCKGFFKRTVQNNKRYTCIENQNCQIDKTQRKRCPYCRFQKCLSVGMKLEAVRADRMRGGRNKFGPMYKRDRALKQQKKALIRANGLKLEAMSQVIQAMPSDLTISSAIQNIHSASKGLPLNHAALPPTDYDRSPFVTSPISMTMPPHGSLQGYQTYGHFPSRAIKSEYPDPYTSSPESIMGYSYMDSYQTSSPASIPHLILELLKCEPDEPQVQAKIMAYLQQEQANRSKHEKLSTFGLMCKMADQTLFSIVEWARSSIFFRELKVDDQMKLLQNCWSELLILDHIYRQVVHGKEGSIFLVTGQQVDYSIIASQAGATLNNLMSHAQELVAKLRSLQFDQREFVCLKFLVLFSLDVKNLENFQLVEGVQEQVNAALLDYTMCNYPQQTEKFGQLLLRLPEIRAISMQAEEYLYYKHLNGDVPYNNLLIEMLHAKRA
TROY signal inh: blocks TROY-dependent signaling in reporter cells. Q293 LMP1-TROYcd NF-kB luciferase reporter, 4 h. inhibition, % at 10 µM. actives 0.98% (n = 360,000). AID 1347056;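 active means compounds whose plate-normalised and pattern-corrected inhibition of the luciferase reporter signal at the single screening dose is 50% or more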
Exocytosis inh: lytic granule exocytosis inhibition; TALL-104 LAMP-1 surface exposure, flow cytometry; cells stimulated with thapsigargin and PMA; inhibition, % at 10 µM; actives 0.66% (n = 360,000); AID 651702;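 active means inhibition above about 55%, limit read from the data; inconclusive means no clear call, values can overlap the other calls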
SRC3 inh: inhibitors of human steroid receptor coactivator 3 (SRC3); Q9Y6Q9; actives 0.17% (n = 360,000); AID 588352; inhibition, % at 3.6 µM; HEK293 GAL4-SRC3 luciferase reporter, luminescence;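 active means inhibition above a per-campaign cutoff, the mean of all compounds plus 3 SD, cut at about 60% in these data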;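 further: 0% = DMSO-treated cells and 100% = gossypol-treated cells at 36 µM; higher means less SRC3-driven luciferase light from the GAL4 reporter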
NCOA1 inh: human NCOA1 inhibition. actives 0.12% (n = 360,000). inhibition, % at 3.6 µM. HEK293 GAL4-SRC1 luciferase reporter, luminescence. Q15788;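 active means inhibition above the campaign mean plus 3 SD, with each screening campaign given its own cutoff, cut at about 60% in these data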;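 further: 0% = DMSO treated cells and 100% = gossypol at 36 µM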
TWEAK-Fn14 inh: TWEAK-Fn14 signaling inhibition; TWEAK-stimulated Fn14 reporter cells, luciferase luminescence, 8 h; inhibition, % at 10 µM; actives 2% (n = 360,000); in the data active means inhibition above about 50%
An asterisk follows results filed as active; ? = inconclusive; nt = not tested or not shown. An excerpt (hit frequency here may not be typical).

Structure,SRC2 inh,NCOA1 inh,Exocytosis inh,NR2F2 inh,ABHD5 PLIN5 PPI,NR5A2 inv ag,TROY signal inh,NOD2 RIPK2 PPI,TLR9-MyD88 block,SRC3 inh,TWEAK-Fn14 inh
CN1C(=O)c2cccc(NCCCCCCN3C(=O)c4ccccc4C3=O)c2C1=O,-2,2,-3,-8,-3,10,31,-16,2,-6,34
Cc1cc(C)nc(-n2nc(C)c(Br)c2Nc2ccc(Br)cc2)n1,-7,10,1,7,0,14,7,-2,-4,11,-12
Cn1cc(C(=O)NCc2ccc(Cl)cc2)c(=O)c2cc(S(=O)(=O)N3CCOCC3)ccc21,-22,5,25,8,-11,10,0,-7,1,6,-13
O=C(Nc1cccc(C(F)(F)F)c1)c1csc([C@H]2C[C@H](O)[C@@H](CO)O2)n1,-7,-20,-2,-4,1,-15,1,7,nt,-2,1
CC(c1nnc(SCC(=O)c2c(N)n(C3CC3)c(=O)[nH]c2=O)n1-c1ccc(F)cc1)N(C)C (stereo unspecified),-37,-7,4,2,0,-5,4,-9,6,-18,18
CCn1nnnc1SCC(=O)Nc1ccc2c(c1)OCCO2,-36,-86,-3,-16,3,-85,-38,-6,5,-69,19
CN=C1SC(CC(=O)Nc2ccc(F)cc2F)C(=O)N1/N=C/c1ccc(OC(F)F)c(OC)c1 (stereo unspecified),-6,14,0,-7,-1,-4,5,4,-6,8,4
CCOC(=O)C1CCN(c2ccc([N+](=O)[O-])c(C(C)=O)c2)CC1,-13,-1,-1,14,8,3,-5,1,-5,6,-9
CC(C)CN(C(=O)c1cccc(S(=O)(=O)N2CCCCC2)c1)C1CCS(=O)(=O)C1 (stereo unspecified),10,5,-1,-19,-7,-16,-11,-1,-10,12,-4
O=C(CS(=O)(=O)c1ccccc1)NCc1ccccc1,23,-11,-3,-4,-7,9,3,-6,-6,19,10
CN(C)S(=O)(=O)N1CCCN(S(=O)(=O)N(C)C)CC1,5,2,3,3,-1,-5,18,-1,-5,-11,-7
C/C(=N\Nc1ncc(Cl)cc1Cl)c1ccccn1,nt,6,98*,nt,-1,-75,0,3,7,24,92*
CCOc1ccc(NC(=O)CN2C(=O)NC(C)(c3ccc4c(c3)OCCCO4)C2=O)cc1OCC (stereo unspecified),-8,7,3,11,10,6,1,1,0,-1,1
O=[N+]([O-])c1ccccc1NC(=S)N/N=C/c1ccc(O)c(O)c1,-20,-4,?,-22,-1,-37,66*,-8,1,-3,66*
COc1ccc(C(=O)NCCCn2ccnc2)cc1[N+](=O)[O-],-10,-10,8,-22,10,15,6,1,2,24,-4
CCOC(=O)c1c(CCl)nc2ccccc2c1C,10,-1,-1,-13,4,1,-20,-3,-8,-7,-12
CCC(=O)N1CCN=C1SCc1ccc(F)cc1,22,-4,-4,6,0,2,2,-6,-2,1,2
COc1cccc(-c2cc(C(=O)NCC3CCCO3)c3cc(C)cc(C)c3n2)c1 (stereo unspecified),-27,-32,0,-4,2,-2,-65,6,-3,-35,-1
COC(=O)C(C)Oc1ccc2c(-c3cccc([N+](=O)[O-])c3)cc(=O)oc2c1 (stereo unspecified),25,7,4,7,-1,9,-15,-2,6,-4,-1
COc1cc(S(=O)(=O)Nc2cccc(C(=O)O)c2)c(OC)cc1Cl,-6,6,-3,22,-1,-4,-12,0,-4,-5,9
CCCN1C(=O)c2ccc(C(=O)Nc3cc(C)ccc3O)cc2C1=O,-68,-65,-4,-7,2,-35,-8,6,7,-83,16
Cc1ccc(-n2c(SCC(=O)Nc3ccc4c(c3)OCCO4)nnc2-c2ccco2)cc1,24,1,1,6,3,0,16,1,-5,9,-15
Cc1csc(=Nc2cccnc2)n1Cc1ccco1,5,-10,14,-2,-9,4,7,-3,-2,12,-57
O=C1[C@@H]2CSCN2C(=O)CN1CCc1cccc(F)c1,-13,16,-3,7,3,14,4,-7,6,0,-4
CC(C)C(NC(=O)CSc1ccc(Cl)cc1)C(C)C,-3,-3,-3,7,-4,10,-10,-1,12,15,-4
Nc1cccc(N=[N+]([O-])c2cccc(N)c2)c1,-33,-19,-2,-23,7,-10,-45,-19,3,-23,9
CCCCN(CC)C(=O)C1CCC(=O)N(c2ccc(OC)cc2)C1c1ccc(OC)c(OC)c1 (stereo unspecified),nt,7,4,nt,2,7,-22,-6,-1,11,-10
CCOC(=O)N1CCN(c2c(-c3ccc(C)cc3)c(=O)c2=O)CC1,6,-1,-3,13,3,21,0,1,6,6,-11
COc1ccc(-c2cc(C(F)(F)F)n3nc(C(=O)NCc4ccco4)cc3n2)cc1OC,11,-13,-5,-16,2,10,10,0,5,-9,-12
Cc1ccc2cc(C(c3nnnn3C3CCCC3)N(Cc3cccnc3)Cc3ccco3)c(=O)[nH]c2c1 (stereo unspecified),-14,-38,-3,5,7,1,5,-7,-5,4,6
Fc1ccc(-c2cc(C(F)(F)F)nc(-n3cncn3)n2)cc1,-11,10,-1,9,0,11,1,-8,-1,12,-29
CC(=O)N(CCC(c1ccco1)C(C)C)Cc1ccc(OC(C)C)cc1 (stereo unspecified),25,2,-3,8,9,-4,1,-3,-9,13,19
CCc1nnc(NC(=O)CSc2nccn2-c2cccc(C)c2C)s1,19,8,0,11,6,-5,49,-12,-1,-2,25
COc1ccc2cc(C(=O)N3CCN(c4cccc(C)c4C)CC3)[nH]c2c1,10,1,20,10,1,10,13,-13,-2,-12,-23
O=C(/C=C/c1ccccc1)Oc1coc(CSc2ncccn2)cc1=O,12,-2,8,3,4,9,9,1,0,10,2
COCCNC(=O)c1onc(CSc2ccc(F)c(F)c2)c1C(=O)O,-18,13,31,6,-7,16,-4,-6,-3,-13,12
COC(=O)CN1C(=S)N(c2ccc(Cl)cc2)C(=O)C1CC(=O)Nc1ccccc1 (stereo unspecified),4,-15,-1,-5,10,6,13,5,-5,12,16
NC(=O)C1(N2CCCCC2)CCN(C(=O)CSc2nc3ccccc3o2)CC1,-18,8,6,2,-6,-7,-5,2,11,-6,8
CCCn1c(Nc2ccccc2)nc2ccccc21,10,9,-2,3,-4,9,16,-15,-2,-7,-2
CCCNC(=O)c1cc(C2CCCCN2S(=O)(=O)c2cccc3cccnc23)on1 (stereo unspecified),6,-3,5,-2,-2,-6,-9,-5,nt,-3,11
Cc1cc(OCC(=O)N2CCN(c3ccccc3)CC2)c2c(C)c(C)c(=O)oc2c1,2,14,-1,-4,-3,7,-6,-5,7,7,-16
CCC(=O)Nc1ccc2c(c1)C(=O)c1ccccc1C2=O,-49,-83,-1,-53,2,-82,-55,-4,-4,-66,-18
O=C(CCN1CCN(c2ccccc2F)CC1)c1ccc(Br)cc1,nt,-9,12,nt,20,-7,-6,4,5,3,1
CCOC(=O)c1nc(N)sc1C(=O)OCC,18,4,-5,3,-1,8,6,1,6,16,22
Cc1nc(-c2c(C(F)(F)F)noc2-c2ccc(O)cc2O)cs1,3,14,-1,13,-6,10,4,-15,6,12,5
OC[C@H]1O[C@@H](n2cnc3c(NC4CCCC4)ncnc32)[C@H](O)[C@@H]1O,-34,-27,0,-52,8,1,11,-1,7,-25,-45
O=C(Cc1ccccc1)NCCC1=CCCCC1,-26,-4,-11,-15,2,-24,-41,-3,-2,2,-14
CC1CN(C(=O)CCNS(=O)(=O)c2ccc(Br)cc2)CC(C)O1 (stereo unspecified),-8,-41,8,-4,-2,5,13,-8,0,-14,0
COc1ccc(S(=O)(=O)N2CCOC2CNC(=O)C(=O)NCc2ccccn2)cc1 (stereo unspecified),-4,10,1,-18,5,18,0,-9,3,3,3
COc1ccccc1S(=O)(=O)Cc1ccc(C(=O)N2CCCC2)o1,-15,8,1,7,0,-15,-30,8,5,-23,-8
O=C1OC[C@H](Cc2ccc3c(c2)OCO3)/C1=C\c1ccc2c(c1)OCO2,nt,-15,-3,nt,-1,29,-3,-12,-1,2,-10
S=C(NC1CCCCC1)N1CCN(C2CCCCC2)CC1,19,-16,2,6,-1,8,-1,-1,13,9,8
NS(=O)(=O)c1ccc(CNC(=O)/C=C/c2ccccc2[N+](=O)[O-])cc1,-4,1,-3,18,0,11,0,-7,0,13,11
O=C(CSc1nnc(-c2ccc(S(=O)(=O)N3CCCC3)cc2)o1)NCc1ccco1,14,-12,-5,10,7,-27,13,3,-13,-20,7
CCc1cc2c(NCCO)ncnc2s1,6,-2,5,-15,2,-15,15,2,7,5,11
Cc1ccc(C(=O)O)cc1NCc1cccnc1,-34,8,-8,6,3,0,-1,-1,-2,-9,4
CCN1CCN(C(=O)Cn2ncc3c2-c2ccccc2OC3)CC1,12,0,-5,-6,5,22,-4,-8,1,-4,9
CN(C)S(=O)(=O)c1ccc(C(=O)OCc2nnc(-c3ccccc3)o2)cc1,-21,-2,1,5,0,-5,-4,-3,-2,-4,-9
COc1cc(C)ccc1OCc1cc(C(=O)NCCN2CCCC(O)C2)no1 (stereo unspecified),-6,-11,-4,3,-3,20,0,-1,2,-10,1
COC(=O)c1c(C)n(-c2ccc(OC)cc2)c2ccc(O)cc12,47,21,-7,39*,-2,-1,39,-5,-6,39,52*

Next part:
Structure,SRC2 inh,NCOA1 inh,Exocytosis inh,NR2F2 inh,ABHD5 PLIN5 PPI,NR5A2 inv ag,TROY signal inh,NOD2 RIPK2 PPI,TLR9-MyD88 block,SRC3 inh,TWEAK-Fn14 inh
CCOc1ccc(CCN2C(=O)C(=O)N([C@@H](Cc3ccc(O)cc3)CN3CCC[C@H]3CN3C(=O)C(=O)NC[C@@H]3CC(C)C)C[C@@H]2Cc2ccccc2)cc1,-3,nt,-8,6,4,-4,-4,15,nt,nt,21
COC(=O)c1ccc(NC(=O)C[n+]2ccccc2)cc1,-10,-4,4,16,-7,8,0,3,1,-1,3
CC1CCC(NC(=S)NCCN(C)C)CC1 (stereo unspecified),-25,-9,7,-21,5,-13,-11,5,-21,-3,-25
COc1ccc(-c2cncnc2-c2ccc(OC)cc2O)cc1,34,48,6,32,-1,16,41,10,0,44,69*
Nc1ccc(-c2nc3ccc(N)cc3[nH]2)cc1,-31,-43,0,-16,6,-25,-6,-1,4,-26,2
Fc1ccc(C2CC(c3ccccc3)Nc3ncnn32)cc1 (stereo unspecified),-5,-62,-3,6,1,9,-2,-1,6,18,10
COC(=O)C(CC(C)C)NC(=O)CNC(=O)c1ccccc1C (stereo unspecified),-4,0,-1,-9,8,10,10,-1,5,-14,-18
CC1CCCN(c2ccc(C(=O)Nc3nnc(C4CC4)s3)cc2[N+](=O)[O-])C1 (stereo unspecified),2,9,-4,8,-2,-28,14,2,5,2,-3
CC(=O)Nc1ccc2c(c1)Cc1c-2cc(Cl)c(NC(C)=O)c1Cl,6,-2,-6,-4,7,2,-35,6,3,-10,-3

Screens (PubChem BioAssay)
